Shiga inhibitor: Shiga toxin inhibition; inhibition, % at 38.7 µM; Vero cells, Shiga toxin protein synthesis inhibition reporter; 290,000 tested, 9.2% active; in the data active = inhibition mostly above about 28%, no sharp cut-off; inactive = mostly below about 43%; note: 0% is about no effect
Giardia FBPA inh: blocks Giardia fructose-bisphosphate aldolase activity. A8B2U2. purified Giardia FBPA. Potency, µM (series often up to 59.6 µM), for the others: at the top dose activity, negative = inhibition, most hits filed as inhibitors. 290,000 tested, 0.71% active. AID 2451; note: potency is the fitted concentration of half-maximal effect; % is set by controls: 0 for no effect and ±100 for the full control effect; nearly all actives have a fitted effect of over 55% in size
Target sequence (A8B2U2 whole entry, looked up): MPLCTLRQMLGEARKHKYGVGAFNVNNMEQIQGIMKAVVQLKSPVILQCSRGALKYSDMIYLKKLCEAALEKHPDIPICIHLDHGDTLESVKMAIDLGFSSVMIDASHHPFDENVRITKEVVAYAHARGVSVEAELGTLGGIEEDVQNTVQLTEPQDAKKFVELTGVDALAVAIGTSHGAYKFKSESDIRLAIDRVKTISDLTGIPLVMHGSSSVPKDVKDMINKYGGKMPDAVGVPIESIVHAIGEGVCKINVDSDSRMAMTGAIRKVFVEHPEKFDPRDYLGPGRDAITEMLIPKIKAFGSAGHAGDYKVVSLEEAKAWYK
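Giardia FBPA (40 nM reagent) was preincubated 10 min at RT with compound (up to 57.5 uM final), then substrate plus GAPDH/TPI/NAD/arsenate coupling system with diaphorase/resazurin was added; resorufin fluorescence (525/598 nm) was read after 20 min.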
AmpC no deterg: inhibitors of E. coli AmpC beta-lactamase without detergent; AmpC nitrocefin hydrolysis, absorbance 480 nm, 0.0001% Triton; Potency, µM (highest dose often 57.1 µM), without a hit: at the top dose activity change, negative = inhibition, usual class: inhibitors; 330,000 tested, 0.52% active; AID 485341;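 note: potency is the fitted concentration of half-maximal effect; plate controls were no compound for no effect and no enzyme for full effect; nearly all actives have a fitted effect of over 20% in size; some results filed as inactive show a strong effect at the top dose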
Target sequence (P00811 whole entry, looked up): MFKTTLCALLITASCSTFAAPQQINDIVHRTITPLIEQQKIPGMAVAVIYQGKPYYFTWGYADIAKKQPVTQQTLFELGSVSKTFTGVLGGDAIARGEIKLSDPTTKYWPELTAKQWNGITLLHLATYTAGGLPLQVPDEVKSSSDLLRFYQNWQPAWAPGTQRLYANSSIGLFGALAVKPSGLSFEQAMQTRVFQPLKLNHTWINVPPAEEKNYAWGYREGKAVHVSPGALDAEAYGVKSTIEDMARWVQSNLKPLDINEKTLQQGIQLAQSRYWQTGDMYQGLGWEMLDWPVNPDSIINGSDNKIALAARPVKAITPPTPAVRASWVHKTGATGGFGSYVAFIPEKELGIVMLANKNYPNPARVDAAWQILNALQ
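20 mM phosphate pH 7.0 + 0.01% (detergent screen) or 0.0001% Triton X-100; 5.3 nM AmpC reagent; cpd preinc 15 min RT; nitrocefin (800 uM stock) to start; A480 q20 s × 4 min; Activity was normalised to no-enzyme and no-compound control wells.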
AMA1-RON2 inh: AMA1-RON2 (P. falciparum) interaction inhibition; AlphaScreen AMA1-biotinylated RON2 peptide binding; Potency, µM (top dose mostly 58.2 µM), without a hit: at the top dose activity change, negative = inhibition, usual class: inhibitors; 360,000 tested, 0.2% active;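 note: potency is the fitted concentration of half-maximal effect; 0% = vehicle wells and -100% = peptide control; nearly all actives have a fitted effect of over 45% in size; some results filed as inactive show a strong effect at the top dose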
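AMA1 (3D7) with his tag at 25 nM final met compounds first, then biotinylated RON2 peptide at 25 nM; detection used donor plus acceptor beads, 10 µg/mL apiece, read by AlphaScreen after 30 min at room temperature.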
AmpC detergent: AmpC beta-lactamase inhibition with detergent present | Potency, µM (highest dose often 114 µM), for inactives: at the top dose activity change, negative = inhibition, most hits filed as inhibitors | P00811 | 370,000 tested, 0.041% active | AmpC hydrolysis of nitrocefin, absorbance 480 nm, 0.01% Triton;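 note: potency is the fitted concentration of half-maximal effect; 0% = no-compound wells and -100% = no-enzyme wells; nearly all actives have a fitted effect of over 25% in size; some results filed as inactive show a strong effect at the top dose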
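20 mM phosphate pH 7.0 + 0.01% (detergent screen) or 0.0001% Triton X-100; 5.3 nM AmpC reagent; cpd preinc 15 min RT; nitrocefin (800 uM stock) to start; A480 q20 s × 4 min; Activity was normalised to no-enzyme and no-compound control wells.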
Cycloheximide cs: counter-screen for Shiga toxin inhibitors: cycloheximide protein synthesis inhibition; cell reporter, cycloheximide protein synthesis inhibition counterscreen; max response, %; 300,000 tested, 12% active; AID 2314; in the data active = max response mostly above about 13%, no sharp cut-off; inactive = mostly below about 14%; note: read at 38.3 µM for the half of the compounds with a filed dose; 0% is about no effect
HCMV inh: blocks human cytomegalovirus replication | HFF cells, HCMV-luciferase reporter, 72 h; hits give low values | activity change, negative = inhibition, % at 57.5 µM | 410,000 tested, 4.5% active; in the data active = activity change below about -60%; inconclusive = no clear call, values can overlap the other calls; inactive = above about -39%; note: % is set by controls: 0 for no effect and ±100 for the full control effect
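HFF cells seeded 16 h at 37C, treated with compounds, infected with luciferase-reporter HCMV at MOI 1 PFU/cell; luciferase read at 72 h post infection, normalized to buffer-only and Salinomycin controls.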
* marks the source's active call; other numbers are inactive results; ? = inconclusive; · = not tested or not shown; [ ] = remark or other dose. Unless noted, calls come from the whole dose curve; as a rule, active = well fitted curve in the direction sought with a large enough effect; inconclusive = small, poorly fitted or top-dose-only effect, or another doubt; inactive = no such curve, though single readings can be large; an effect the other way counts as inactive or inconclusive.

[1] CC(C)(C)NC(=S)NCCc1ccccc1
[2] CCOC(=O)c1sc(NC(=O)Cn2nnc3sc4c(c3c2=O)CCC(C(C)(C)C)C4)nc1C (stereo not drawn)
[3] COC(=O)C(Cc1cnc(Cl)s1)(C(=O)OC)c1ccccc1[N+](=O)[O-]
[4] CCCN=C1N(C)C[C@@H]2[C@@H]3C(=O)N(C)C(=O)[C@@H]3[C@](Cc3ccccc3)(C(=O)OC)N12
[5] COc1cc(C)c(CNc2cccc(C)c2)cc1C
[6] Cc1cc(C)n2nc(C(=O)Nc3nccs3)nc2n1

screen / no.,1,2,3,4,5,6
Shiga inhibitor,75*,4,-5,·,6,84*
Giardia FBPA inh,0%,-13%,0%,·,?,9%
AmpC no deterg,-15%,3.5µM*,7%,2%,-25%,-14%
AMA1-RON2 inh,0%,-11%,-1%,6%,-30%,40%[activator]
AmpC detergent,-7%,-10%,-5%,·,17%,-11%
Cycloheximide cs,31*,-3,-4,·,6,23*
HCMV inh,86,10,-31,-1,?,71

[7] Cc1ccc(CNc2ccc(CNc3ncn[nH]3)cc2)cc1
[8] O=C1CSC(=Nc2cccc([N+](=O)[O-])c2)N1
[9] O=C(O)CCCC(=O)Nc1cccc(C(=O)Nc2ccccc2C(=O)O)c1
[10] Cc1sc2nc(CSCC(=O)N(CCC#N)c3ccccc3F)[nH]c(=O)c2c1C
[11] COc1ccc(S(=O)(=O)N2CCOCC2)cc1NC(=O)CN1CCCCCC1
[12] O=C1/C(=C\c2ccc(O)c(O)c2)N=C2CCCCCN12

screen / no.,7,8,9,10,11,12
Shiga inhibitor,36,-21,-3,·,-3,106*
Giardia FBPA inh,1%,-3%,-4%,·,6%,?
AmpC no deterg,-20%,-6%,-27%,106%[activator],-14%,-25%
AMA1-RON2 inh,-1%,-2%,0%,54%[activator],9%,0%
AmpC detergent,0%,2%,9%,-15%,-11%,5%
Cycloheximide cs,15*,-2,-3,·,2,17*
HCMV inh,4,3,-6,-8,14,22

[13] Cc1nnc(NC(=O)c2cccc(F)c2)s1
[14] CCOC(=O)n1c(=O)n(C)c2ccc(Br)cc21
[15] Cc1cccc(N2CCN(C(=O)c3cc(S(=O)(=O)N4CCOCC4)cn3C)CC2)c1C
[16] COCCN1C2=C(C(=O)CC(C)(C)C2)C(c2ccc(OC)c(OC)c2)C2=C1CC(C)(C)CC2=O
[17] O=C(O)Cc1cn(Cc2cccc(Cl)c2)c2ccccc12
[18] c1ccc2c(CCNc3ncnc4nc[nH]c34)c[nH]c2c1

screen / no.,13,14,15,16,17,18
Shiga inhibitor,-3,-8,3,·,-8,15
Giardia FBPA inh,6%,5%,-6%,-2%,?,-7%
AmpC no deterg,1%,-1%,241%[activator],25%,-24%,-43%
AMA1-RON2 inh,-1%,12%,-12%,-10%,10%,-1%
AmpC detergent,-1%,4%,-3%,-15%,?,-11%
Cycloheximide cs,7,-4,-2,-4,-8,14
HCMV inh,53,5,-21,-36,5,?

[19] O=C(OCc1cc2ccccc2[nH]c1=O)c1ccncc1
[20] O=C(CCn1c(=S)oc2ccccc21)Nc1cc([N+](=O)[O-])ccc1F
[21] CC[C@@]12C(=O)N(c3cccc(C)c3)C(=O)N1[C@H](c1ccc(OC)cc1)[C@@H]1C(=O)N(C(C)(C)C)C(=O)[C@@H]12
[22] C[C@H](NC(=O)c1ccccc1Cl)C(=O)OCc1cn2cc(Cl)ccc2n1
[23] COc1ccc(S(=O)(=O)N2CCN(C(=O)NCc3ccc(OC)c(OC)c3)CC2)cc1
[24] CC1CCCC(C)N1CCCNC(=O)C1CCCN(c2ncnc3c2nc2n3CCCCC2)C1 (stereo not drawn)

screen / no.,19,20,21,22,23,24
Shiga inhibitor,-4,-4,1,·,41,-13
Giardia FBPA inh,6%,-3%,15%,·,-4%,-1%
AmpC no deterg,-9%,-18%,189%[activator],?,30%,57%
AMA1-RON2 inh,0%,-1%,1%,15%,-12%,6%
AmpC detergent,?,-1%,?,2%,-11%,1%
Cycloheximide cs,-3,-2,-4,·,4,-3
HCMV inh,3,-18,·,-12,?,12

[25] COCCNC(=O)C12CC3CC(C1)CC(c1ccccc1)(C3)C2
[26] Cc1nnc(-c2cnn(C)c2N)n1Cc1ccc2c(c1)OCO2
[27] CCN(CC)CCCN=Cc1c(O)n(-c2ccccc2F)c(=O)[nH]c1=O
[28] Cc1cc(S(=O)(=O)NC2CCCCC2)ccc1OCC(=O)NCC1CCCO1 (stereo not drawn)
[29] CN(C)C1CCN(C(=O)c2cccc(OC3CCN(S(=O)(=O)N(C)C)CC3)c2)C1 (stereo not drawn)
[30] S=c1[nH]nc([C@@H]2C[C@H]2c2ccccc2)n1-c1ccccc1

screen / no.,25,26,27,28,29,30
Shiga inhibitor,-10,3,-4,18,2,-6
Giardia FBPA inh,3%,-11%,4%,5%,·,6%
AmpC no deterg,98%[activator],-18%,-13%,33%,57%,-25%
AMA1-RON2 inh,39%[activator],40%[activator],11%,7%,-4%,54%[activator]
AmpC detergent,-3%,-2%,?,-6%,8%,0%
Cycloheximide cs,-1,8,-4,-4,3,-3
HCMV inh,-30,-27,-17,-40,9,-1

[31] CCN(CC)S(=O)(=O)c1ccc(NC(=O)CCC2CCCCC2)cc1
[32] O=c1cc(NCc2ccco2)[nH]c(=O)n1-c1ccc(Br)cc1
[33] O=C(Nc1cccc(S(=O)(=O)N2CCCCC2)c1)c1ccc2c(c1)OCO2
[34] CC/C(=N\NC(=S)Nc1ccc(OC)cc1)c1ccc(OC(F)F)cc1
[35] COc1ccc(/C=C2\SC(=O)N(CCNC(=O)C3=COCCO3)C2=O)cc1
[36] CCCCN(C)C1=CC2=CC(=C(C#N)C#N)CCC2CC1 (stereo not drawn)

screen / no.,31,32,33,34,35,36
Shiga inhibitor,47,1,22,-6,·,-12
Giardia FBPA inh,-6%,-10%,-5%,5%,·,-12%
AmpC no deterg,-24%,-25%,-21%,-25%,-13%,-42%
AMA1-RON2 inh,3%,-12%,4%,21%,-3%,2%
AmpC detergent,3%,-3%,?,-9%,?,?
Cycloheximide cs,6,-1,-2,-4,·,-1
HCMV inh,1,?,-69*,19,26,28

[37] CCOc1ccc(NC(=S)NN2C(C)CCCC2C)cc1 (stereo not drawn)
[38] O=C(Nc1ccc2oc(=O)ccc2c1)c1ccc(-c2ccc(Cl)cc2)o1
[39] CC[C@]1(C(=O)OC)[C@H]2C(=O)N(C)C(=O)[C@H]2[C@H]2CN=C(SCc3ccc(C#N)cc3)N21
[40] Cc1ccc(CSc2ncnc3c2cnn3Cc2ccccc2)cc1C
[41] COc1ccccc1-n1cnnc1SC1CCOC1=O (stereo not drawn)
[42] O=C1NCCCC1C(=O)N/N=C/c1ccc(Cl)cc1 (stereo not drawn)

screen / no.,37,38,39,40,41,42
Shiga inhibitor,-8,4,·,-6,5,14
Giardia FBPA inh,-4%,4%,·,8%,22%,3%
AmpC no deterg,-27%,-11%,21%,-20%,-24%,-20%
AMA1-RON2 inh,24%,-12%,7%,?,9%,-4%
AmpC detergent,-7%,-10%,·,-3%,1%,-8%
Cycloheximide cs,-3,-2,·,-1,2,10
HCMV inh,-8,-8,2,?,31,28

Some of the entries so far, with two lines to a compound:
Values in the order – Shiga inhibitor | Giardia FBPA inh | AmpC no deterg | AMA1-RON2 inh | AmpC detergent | Cycloheximide cs | HCMV inh
42	O=C1NCCCC1C(=O)N/N=C/c1ccc(Cl)cc1 (stereo not drawn)
 : 14 | 3% | -20% | -4% | -8% | 10 | 28
41	COc1ccccc1-n1cnnc1SC1CCOC1=O (stereo not drawn)
 : 5 | 22% | -24% | 9% | 1% | 2 | 31
40	Cc1ccc(CSc2ncnc3c2cnn3Cc2ccccc2)cc1C
 : -6 | 8% | -20% | ? | -3% | -1 | ?
39	CC[C@]1(C(=O)OC)[C@H]2C(=O)N(C)C(=O)[C@H]2[C@H]2CN=C(SCc3ccc(C#N)cc3)N21
 : · | · | 21% | 7% | · | · | 2

Full records as entered above:
`CCOc1ccc(NC(=S)NN2C(C)CCCC2C)cc1` (stereo not drawn) is entered as Shiga inhibitor: -8; Giardia FBPA inh: -4%; AmpC no deterg: -27%; AMA1-RON2 inh: 24%; AmpC detergent: -7%; Cycloheximide cs: -3; HCMV inh: -8
`COc1ccccc1-n1cnnc1SC1CCOC1=O` (stereo not drawn) is entered as Shiga inhibitor: 5; Giardia FBPA inh: 22%; AmpC no deterg: -24%; AMA1-RON2 inh: 9%; AmpC detergent: 1%; Cycloheximide cs: 2; HCMV inh: 31

Carrying on.
[43] CCCOC(=O)/C(=C\c1ccc([N+](=O)[O-])o1)NC(=O)c1ccccc1
[44] Cc1sc(-n2c(C)cc(/C=C3\SC(=S)NC3=O)c2C)c(C#N)c1C
[45] Cc1ccccc1C(=O)NC1CCN(CC(=O)NCc2ccc(F)cc2)CC1
[46] CC(=O)N1CCc2cc(S(=O)(=O)NCCC(=O)NCCc3ccccc3)ccc21
[47] COC(=O)c1ccccc1C(=O)N1CCCC(CCC(=O)NCc2ccc(F)c(F)c2)C1 (stereo not drawn)
[48] CCN(CC(=O)Nc1ccc2c(c1)OCCO2)Cc1cc(=O)n2ccsc2n1

screen / no.,43,44,45,46,47,48
Shiga inhibitor,21,32,-3,-13,93*,3
Giardia FBPA inh,0%,-3%,0%,12%,-28%,-1%
AmpC no deterg,-28%,14µM*,6%,-15%,7%,11%
AMA1-RON2 inh,4%,36%[activator],23%,22%,-17%,53%[activator]
AmpC detergent,-8%,-6%,4%,-6%,-7%,-6%
Cycloheximide cs,6,27,0,10,41*,4
HCMV inh,-12,2,-12,-23,35,33

[49] CCN(CC)C1CCN(C(=O)CCc2nnc(CCCCc3ccccc3)o2)C1 (stereo not drawn)
[50] CCC(NS(=O)(=O)c1ccc(C)cc1)C(=O)N1CCN(c2ccccn2)CC1 (stereo not drawn)
[51] Cc1ccnc(NC(=O)c2ccc(Cl)c([N+](=O)[O-])c2)c1
[52] Cc1ccc(/C=N/NC(=O)CSc2nc3ccccc3c(=O)n2-c2ccccc2C)s1
[53] CCc1cccc(C)c1Nc1nc2ccccc2n2cnnc12
[54] CSC1=C(C#N)C(c2ccc(C)cc2)C2=C(CCCC2=O)N1 (stereo not drawn)
[55] Cc1cccc(NC(=O)c2cc(NC(=O)C3CCCCC3C(=O)O)ccc2N2CCCCC2)c1 (stereo not drawn)

screen / no.,49,50,51,52,53,54,55
Shiga inhibitor,-13,-5,50*,-11,-6,-5,-4
Giardia FBPA inh,-2%,8%,0%,-1%,10%,-15%,1%
AmpC no deterg,-10%,-4%,-14%,-26%,-4%,-36%,-1%
AMA1-RON2 inh,-8%,-1%,13%,3%,9%,2%,-10%
AmpC detergent,0%,?,4%,?,-14%,-11%,2%
Cycloheximide cs,-8,-2,29*,-3,-6,-6,-3
HCMV inh,-38,-4,-8,-69*,-20,11,-33

Screens (PubChem BioAssay)
